Pol kappa inh: qHTS for Inhibitors of Polymerase Kappa. DNA polymerase kappa (Homo sapiens), Q9UBT6. purified Pol kappa, fluorescent DNA synthesis assay, 10 min. Potency, µM (top dose mostly 107 µM), for inactives: at the top dose activity, negative = inhibition, hits mostly inhibitors. 400,000 compounds, 0.53% hits; further: potency means the concentration at half of the fitted maximal effect; on the % scale 0 is the no-effect control and ±100 the full control effect
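10 nM Pol kappa preincubated 15 min at room temperature with compounds, then reaction started with substrate at 50 nM final. Fluorescence read kinetically at 0 and 10 min; buffer-only wells served as negative control.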
Pol beta inh: qHTS Assay for Inhibitors of DNA Polymerase Beta | P06746 | Pol beta primer extension/strand displacement, fluorescence kinetic | Potency, µM (top dose mostly 114 µM), for inactives: at the top dose activity change, negative = inhibition, actives largely listed as inhibitors | 340,000 compounds, 1.3% hits | AID 485314, 2010; further: potency means the concentration at half of the fitted maximal effect; on the % scale 0 is the no-effect control and ±100 the full control effect
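Pol beta (10 nM) and compounds were preincubated 15 min at room temperature, then 50 nM substrate (final) started primer extension/strand displacement. Reads were taken at 0 and 10 min; concentration-response data were fitted to a four-parameter Hill equation.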
POLH inh: qHTS for Inhibitors of Polymerase Eta; DNA polymerase eta (Homo sapiens), Q9Y253; recombinant Pol eta, fluorescent DNA replication assay; Potency, µM (titrated, usually from 114 µM), for inactives: top-dose activity change, negative = inhibition, hits mostly inhibitors; 390,000 compounds, 1.2% hits; further: potency means the concentration at half of the fitted maximal effect; on the % scale 0 is the no-effect control and ±100 the full control effect
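Fluorescent replication assay: 50 nM final substrate added after a 15 min room-temperature compound preincubation with 10 nM enzyme. Signal taken at 0 min and again at 10 min.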
RGS4 inh: Inhibitors of Regulator of G Protein Signaling (RGS) 4: qHTS; Regulator of G-protein signaling 4 (Homo sapiens), P49798; Transcreener GDP fluorescence polarization, RGS4-accelerated GTP hydrolysis; AID 504845, 2011; 390,000 compounds, 0.039% hits; Potency, µM (titrated, usually from 114 µM), for the others: at the top dose activity change, negative = inhibition, most hits filed as inhibitors; further: potency means the concentration at half of the fitted maximal effect; on the % scale 0 is the no-effect control and ±100 the full control effect; nearly all actives have a fitted effect of over 75% in size; some results filed as inactive show a strong effect at the top dose
Target sequence (P49798 whole entry, looked up): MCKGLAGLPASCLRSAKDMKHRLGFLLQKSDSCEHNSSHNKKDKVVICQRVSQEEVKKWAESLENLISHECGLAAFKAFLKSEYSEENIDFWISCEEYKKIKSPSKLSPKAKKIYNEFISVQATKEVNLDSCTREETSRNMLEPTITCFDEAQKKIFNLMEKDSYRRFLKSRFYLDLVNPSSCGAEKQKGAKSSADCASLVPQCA
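MLSMR compounds (23 nl, pin-transferred) preincubated 10 min at room temperature with a 500nM (2x) first reagent, then RGS4 at 900nM (2x) plus Transcreener GDP mix added; fluorescence polarization (620/688 nm) read before and after 90 min at 30 °C.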
Anesthetic bind: qHTS Assay for Identification of Novel General Anesthetics | Ferritin light chain (Equus caballus), P02791 | apoferritin/1-aminoanthracene competitive binding, fluorescence | Potency, µM (highest dose often 77.5 µM), for the others: at the highest dose activity change, negative = displacement, actives largely listed as inhibitors | 350,000 compounds, 0.074% hits; further: potency means the concentration at half of the fitted maximal effect; on the % scale 0 is the no-effect control and ±100 the full control effect; nearly all actives have a fitted effect of over 20% in size
Target sequence (P02791 2-175 limits assumed): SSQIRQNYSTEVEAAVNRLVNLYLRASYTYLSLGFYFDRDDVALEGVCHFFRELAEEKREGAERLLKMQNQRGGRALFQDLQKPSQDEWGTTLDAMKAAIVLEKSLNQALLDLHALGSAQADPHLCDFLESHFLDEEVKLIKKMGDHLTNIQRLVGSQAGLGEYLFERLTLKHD
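Horse-spleen apoferritin (10 uM) in 50% saturated 1-aminoanthracene in PBS was incubated 10 min at room temperature with compound. Fluorescence (ex 380, em 535 nm) was normalized to free and bound 1-AMA, with concentration-response fitted by a four-parameter Hill equation.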
APE1 inh: qHTS Assay for Inhibitors of the Human Apurinic/apyrimidinic Endonuclease 1 (APE1); DNA repair nuclease/redox regulator APEX1 (Homo sapiens), P27695; AID 2517, 2012; recombinant APE1, TAMRA/BHQ-2 abasic DNA cleavage fluorescence; Potency, µM (top dose mostly 65.8 µM), for inactives: at the top dose activity change, negative = inhibition, most hits filed as inhibitors; 350,000 compounds, 0.35% hits;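 further: potency means the concentration at half of the fitted maximal effect; plate controls were vehicle for no effect and reference inhibitor for full effect; nearly all actives have a fitted effect of over 55% in size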
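Incision of a quenched TAMRA/BHQ-2 THF abasic-site duplex (50 nM) by 0.75 nM APE1, after 15 min compound preincubation, measured as fluorescence increase over three 60 s reads. Values normalized to buffer, DMSO and NSC13755 control wells.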
12-LOX inh: Primary qHTS assay for inhibitors of human arachidonate 12S-lipoxygenase (ALOX12): Round 2 | Polyunsaturated fatty acid lipoxygenase ALOX12 (Homo sapiens), P18054 | purified 12hLO, xylenol orange hydroperoxide absorbance | Potency, µM (top dose mostly 108 µM), without a hit: top-dose activity change, negative = inhibition, actives largely listed as inhibitors | 580,000 compounds, 1.1% hits | AID 1671190, 2021; further: potency means the concentration at half of the fitted maximal effect; on the % scale 0 is the no-effect control and ±100 the full control effect
Target sequence (P18054 whole entry, looked up): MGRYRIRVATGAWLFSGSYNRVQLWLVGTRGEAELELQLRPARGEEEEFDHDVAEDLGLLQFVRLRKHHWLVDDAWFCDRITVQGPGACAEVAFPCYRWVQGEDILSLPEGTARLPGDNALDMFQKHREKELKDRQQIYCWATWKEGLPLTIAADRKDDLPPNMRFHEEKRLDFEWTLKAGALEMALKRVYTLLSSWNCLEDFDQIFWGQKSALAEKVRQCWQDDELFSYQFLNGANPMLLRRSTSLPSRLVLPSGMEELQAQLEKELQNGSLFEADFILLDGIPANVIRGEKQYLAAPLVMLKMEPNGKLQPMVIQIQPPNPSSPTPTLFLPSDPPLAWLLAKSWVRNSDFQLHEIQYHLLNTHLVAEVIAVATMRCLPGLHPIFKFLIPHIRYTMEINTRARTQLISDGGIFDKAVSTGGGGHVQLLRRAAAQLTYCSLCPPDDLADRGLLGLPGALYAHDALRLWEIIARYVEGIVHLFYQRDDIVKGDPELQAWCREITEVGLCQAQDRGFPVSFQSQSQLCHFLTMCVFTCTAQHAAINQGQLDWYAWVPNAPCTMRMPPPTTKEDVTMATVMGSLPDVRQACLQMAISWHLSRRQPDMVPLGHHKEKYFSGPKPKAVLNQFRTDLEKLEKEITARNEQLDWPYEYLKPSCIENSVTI
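Hydroperoxide product was detected by ferrous iron/xylenol orange as the 573 to 405 nm absorbance ratio. Arachidonic acid at 40 uM (final) was turned over for 30 min at room temperature by 150 nM human 12hLO, pH 7.0 Hepes buffer, after 15 min compound preincubation.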
LDHA inh: qHTS assay for inhibitors of human lactate dehydrogenase | 480,000 compounds, 0.15% hits | AID 1347041, 2019 | activity change, % (values are at about 110 or 230 µM) | purified LDHA, NADH/diaphorase-resazurin fluorescence; stronger effect = lower value; in the data active means activity change below about -30%; inconclusive means mostly about -25% to -30%;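 further: plate controls were DMSO wells for no effect and wells without enzyme for full effect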
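Human LDH5 (2 nM) was incubated with 0.06 mM NADH and 0.2 mM pyruvate for 5 min at room temperature in Tris pH 7.4. Remaining NADH was coupled through diaphorase/resazurin, and resorufin fluorescence was read at 0 and 20 min.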
ERG Ets-DNA blk: qHTS for Small Molecule Inhibitors of the ERG Ets/DNA interaction; fluorescence polarization, His-ERG Ets domain / labelled DNA; Transcriptional regulator ERG (Homo sapiens), P11308; Potency, µM (highest dose often 76.9 µM), for the others: at the top dose FP activity, negative = inhibition, actives largely listed as inhibitors; 370,000 compounds, 0.028% hits; active means well fitted inhibition curve with a large enough effect in the polarisation, with a control signal flat; inconclusive means small, poorly fitted or top-dose-only effect, or effect the other way, or a change in a side signal; inactive means no such curve, though single readings can be large or run the other way; the % refers to the polarisation;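 further: polarization taken with two DNA probes labelled with fluorescein and Texas red; potency means the concentration at half of the fitted maximal effect; % of control where 0% means no effect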
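His-tagged ERG Ets domain (1 uM in the protein solution; 300mM KCl, 50mM Tris-HCl, 1mM EDTA, 1mM DTT, pH 7.5) received compound, then a probe mix of 5 nM fluorescein-DNA and 100nM Texas-615-DNA. Fluorescence polarization was read for both dyes.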
* = called active by the depositor; [ ] = dose if it differs, or a comment. Unless noted, the call rests on the fitted dose curve; in most records, active means well fitted curve in the direction sought with a large enough effect; inconclusive means small, poorly fitted or top-dose-only effect, or another doubt; inactive means no such curve, though single readings can be large; an effect the other way counts as inactive or inconclusive. An excerpt; rates above refer to the full screens.

For CC(NC(=O)CN(C)Cc1nc2ccccc2c(=O)[nH]1)c1ccccc1 (stereo not given) the results were Pol kappa inh 4%, Pol beta inh 7%, POLH inh -13%, RGS4 inh 9%, Anesthetic bind 1%, APE1 inh 2%, 12-LOX inh 3%, LDHA inh -4 and ERG Ets-DNA blk -6%.
For COC(=O)Cc1ccc(NC(=S)N2CCCC(CO)C2)cc1 (stereo not given) the results were Pol kappa inh -5%, Pol beta inh 63%[57.1 µM], POLH inh -13%, RGS4 inh -12%, Anesthetic bind -11%, APE1 inh 0%, 12-LOX inh 0%, LDHA inh -2 and ERG Ets-DNA blk -4%.
For Fc1cccc(Cc2noc(CN3CCOCC3)n2)c1 the results were Pol kappa inh -3%, Pol beta inh -3%, POLH inh -6%, RGS4 inh -7%, Anesthetic bind -3%, APE1 inh -3%, 12-LOX inh 17%, LDHA inh -3 and ERG Ets-DNA blk -1%.
C=CCNc1nc(-c2ccc(Cl)cc2)cs1 was read as Pol kappa inh -3%, Pol beta inh 18%, POLH inh -17%, RGS4 inh -32%, Anesthetic bind inconclusive, APE1 inh -3%, 12-LOX inh -3%, LDHA inh -3 and ERG Ets-DNA blk -7%.
Screening CSc1nc(C)cc(SCC(=O)N/N=C/c2ccccc2)n1 returned Pol kappa inh -7%, Pol beta inh 7%, POLH inh -2%, RGS4 inh 6%, Anesthetic bind -9%, APE1 inh 5%, 12-LOX inh 23%, LDHA inh -6 and ERG Ets-DNA blk 10%.
`COCc1cc(C)nc(SCC(=O)Nc2cc(C(F)(F)F)ccc2N2CCOCC2)c1C#N` gave Pol kappa inh -5%, Pol beta inh -18%, POLH inh -9%, RGS4 inh -2%, Anesthetic bind -23%, APE1 inh 47%, 12-LOX inh 5%, LDHA inh -1 and ERG Ets-DNA blk 1%.
For COc1ccccc1C(=O)NNC(=O)C(=O)NC1CCCCC1 the results were Pol kappa inh 5%, Pol beta inh 0%, POLH inh -7%, RGS4 inh -7%, Anesthetic bind 3%, APE1 inh 20%, 12-LOX inh -4%, LDHA inh 9 and ERG Ets-DNA blk -2%.
Screening Cc1cccc2sc(N(CCCN(C)C)C(=O)CN3C(=O)c4ccccc4C3=O)nc12 returned Pol kappa inh 10%, Pol beta inh inconclusive, POLH inh -15%, RGS4 inh -1%, Anesthetic bind -19%, APE1 inh -6%, 12-LOX inh -18%, LDHA inh -6 and ERG Ets-DNA blk 11%.
`c1ccc(CCc2nc(-c3cccnc3)no2)cc1` gave Pol kappa inh -3%, Pol beta inh 1%, POLH inh -6%, RGS4 inh -2%, Anesthetic bind -6%, APE1 inh -2%, 12-LOX inh 12%, LDHA inh -16 and ERG Ets-DNA blk 9%.
CN(CC(=O)Nc1ccc(Cl)cc1)S(=O)(=O)c1ccc2c(c1)n(C)c(=O)c(=O)n2C was read as Pol kappa inh 3%, Pol beta inh 0%, POLH inh -5%, RGS4 inh -17%, Anesthetic bind -12%, APE1 inh 17%, 12-LOX inh 18%, LDHA inh -1 and ERG Ets-DNA blk -14%.
For COc1ccc(C(=O)c2sc3nc(-c4ccc(OC)cc4)ccc3c2N)cc1 the results were Pol kappa inh 5%, Pol beta inh 28%, POLH inh -14%, RGS4 inh -27%, Anesthetic bind 1%, APE1 inh 5%, 12-LOX inh -21%, LDHA inh -1 and ERG Ets-DNA blk -2%.
O=C(O)CSC(C(=O)Nc1ccc(Br)cc1)c1ccc(Cl)cc1 (stereo not given) was read as Pol kappa inh -12%, Pol beta inh inconclusive, POLH inh -19%, RGS4 inh 1%, Anesthetic bind -7%, APE1 inh 3%, 12-LOX inh -18%, LDHA inh -11 and ERG Ets-DNA blk 0%.
O=C(O)c1cccc(S(=O)(=O)Nc2ccc(Cc3ccncc3)cc2)c1 was read as Pol kappa inh -8%, POLH inh -14%, RGS4 inh -28%, APE1 inh 9%, 12-LOX inh -1%, LDHA inh 0 and ERG Ets-DNA blk 1%.
Screening NC(=O)c1c(NC(=O)c2cccnc2)sc2c1CCCCC2 returned Pol kappa inh -7%, Pol beta inh inconclusive, POLH inh -5%, RGS4 inh -28%, Anesthetic bind -12%, APE1 inh -3%, 12-LOX inh -17%, LDHA inh 1 and ERG Ets-DNA blk -4%.
Cc1ccc(S(=O)(=O)CC(O)COc2ccc(F)cc2Cl)cc1 (stereo not given) was read as Pol kappa inh -15%, Pol beta inh -25%, POLH inh inconclusive, RGS4 inh 19%, Anesthetic bind -9%, APE1 inh 4%, 12-LOX inh -18%, LDHA inh 0 and ERG Ets-DNA blk -2%.
Screening COC(=O)CSCc1nc2ccccc2[nH]c1=O returned Pol kappa inh -11%, Pol beta inh 2%, POLH inh -6%, RGS4 inh -38%, Anesthetic bind -2%, APE1 inh 1%, 12-LOX inh inconclusive, LDHA inh 2 and ERG Ets-DNA blk 3%.
COCCCNC(=O)Cc1coc2ccc3ccccc3c12 was read as Pol kappa inh 0%, Pol beta inh inconclusive, POLH inh 0%, RGS4 inh -8%, Anesthetic bind -6%, APE1 inh 9%, 12-LOX inh -25%, LDHA inh -1 and ERG Ets-DNA blk 4%.
CC(C)(CNC(=O)Cc1ccc(Br)cc1)N1CCOCC1 was read as Pol kappa inh -3%, Pol beta inh 16%, POLH inh 10%, RGS4 inh 22%, Anesthetic bind 1%, APE1 inh -2%, 12-LOX inh 17%, LDHA inh -6 and ERG Ets-DNA blk 4%.
`COc1cc(/C=N/NC(=O)c2ccccc2O)ccc1OCC(=O)Nc1ccccc1` gave Pol kappa inh 50µM*, Pol beta inh 6.3µM*, POLH inh 50µM*, RGS4 inh -50%, Anesthetic bind 70%[activator], APE1 inh 8%, 12-LOX inh inconclusive, LDHA inh -7 and ERG Ets-DNA blk -2%.
CC1(C)CC(=O)C(C=NCCc2ccccn2)=C(O)C1 was read as Pol kappa inh -9%, Pol beta inh -18%, POLH inh 4%, RGS4 inh 3%, Anesthetic bind -7%, APE1 inh -4%, 12-LOX inh 24%, LDHA inh -8 and ERG Ets-DNA blk 2%.
For CCCCOC(=O)C1C2C=C[C@]3(CN(C(C)c4ccc(OC)cc4)C(=O)[C@H]13)O2 (stereo not given in full) the results were Pol kappa inh 7%, Pol beta inh 4%, POLH inh -9%, RGS4 inh -31%, Anesthetic bind -8%, APE1 inh 3%, 12-LOX inh 158%[activator], LDHA inh 1 and ERG Ets-DNA blk -3%.
`CC1=C(C(=O)Nc2ccccn2)C(c2cn(C)nc2C)C2=C(CCCC2=O)N1` (stereo not given) gave Pol kappa inh -5%, Pol beta inh 2%, POLH inh -15%, RGS4 inh -7%, Anesthetic bind 91%[activator], APE1 inh 5%, 12-LOX inh -7%, LDHA inh 4 and ERG Ets-DNA blk 2%.
`CCCC1CC(C#N)N(N(C)C)C1=C(C#N)C#N` (stereo not given) gave Pol kappa inh -6%, Pol beta inh -13%, POLH inh -3%, RGS4 inh 8%, Anesthetic bind -9%, APE1 inh 3%, 12-LOX inh 15%, LDHA inh -9 and ERG Ets-DNA blk 2%.
`CCCc1cc(=O)[nH]c(Nc2cccc(Cl)c2Cl)n1` gave Pol kappa inh -12%, Pol beta inh -1%, POLH inh -14%, RGS4 inh -5%, Anesthetic bind -19%, 12-LOX inh inconclusive, LDHA inh -4 and ERG Ets-DNA blk 3%.
CCOC(=O)N1CCN(C(=O)CSCC(=O)N=c2sc3ccccc3n2C)CC1 was read as Pol kappa inh 0%, Pol beta inh 28%, POLH inh 2%, RGS4 inh -2%, Anesthetic bind -11%, APE1 inh 2%, LDHA inh -1 and ERG Ets-DNA blk 3%.
COc1ccc2nc(NC(=O)c3cc(S(=O)(=O)N4CCOCC4)ccc3C)sc2c1 was read as Pol kappa inh -9%, Pol beta inh -15%, POLH inh -15%, RGS4 inh 7%, Anesthetic bind -23%, APE1 inh -5%, 12-LOX inh 0%, LDHA inh -4 and ERG Ets-DNA blk -2%.
Screening O=C(NC(=S)Nc1ccccc1N1CCOCC1)c1ccco1 returned Pol kappa inh -9%, Pol beta inh 14%, POLH inh -22%, RGS4 inh -15%, Anesthetic bind -11%, APE1 inh 26%, 12-LOX inh -1%, LDHA inh -2 and ERG Ets-DNA blk -16%.
Screening COc1cc(C(=O)NC2CCN(CC(=O)Nc3cccc(C)c3C)CC2)cc(OC)c1OC returned Pol kappa inh -1%, Pol beta inh 2%, POLH inh -6%, RGS4 inh -50%[56.9 µM], Anesthetic bind -7%, APE1 inh -1%, 12-LOX inh 0%, LDHA inh -1 and ERG Ets-DNA blk -4%.
For CCCCc1cc(=O)oc2cc(OCC(=O)NC3CCN(Cc4ccccc4)CC3)ccc12 the results were Pol kappa inh -10%, Pol beta inh -17%, POLH inh 2%, RGS4 inh 7%, Anesthetic bind -2%, APE1 inh -21%, 12-LOX inh 0%, LDHA inh -3 and ERG Ets-DNA blk 4%.
